From PubChem BioAssay
APE1 inh: qHTS Assay for Inhibitors of the Human Apurinic/apyrimidinic Endonuclease 1 (APE1). DNA repair nuclease/redox regulator APEX1 (Homo sapiens), P27695. recombinant APE1, TAMRA/BHQ-2 abasic DNA cleavage fluorescence. Potency, µM (top dose mostly 65.8 µM), inactives show top-dose activity change, negative = inhibition, hits mostly inhibitors. 350,000 tested, 0.35% active. AID 2517, 2012;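 also: potency is read from the fitted curve at half-maximal effect; plate controls were vehicle for no effect and reference inhibitor for full effect; nearly all actives have a fitted effect of over 55% in size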
Target sequence (P27695 whole entry, looked up): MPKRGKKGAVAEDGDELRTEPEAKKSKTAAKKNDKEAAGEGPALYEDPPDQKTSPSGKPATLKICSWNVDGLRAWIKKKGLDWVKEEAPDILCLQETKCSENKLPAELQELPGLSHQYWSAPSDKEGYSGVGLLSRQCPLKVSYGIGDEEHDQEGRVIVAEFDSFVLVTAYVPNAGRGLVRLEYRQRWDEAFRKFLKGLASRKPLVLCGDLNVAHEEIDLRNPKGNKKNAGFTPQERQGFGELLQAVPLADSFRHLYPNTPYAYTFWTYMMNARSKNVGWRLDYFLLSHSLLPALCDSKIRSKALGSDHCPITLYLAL
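Quantitative HTS: incision of a TAMRA/BHQ-2 double-stranded substrate bearing a tetrahydrofuran abasic site by 0.75 nM APE1 raises fluorescence. Substrate 50 nM final, added after 15 min compound preincubation at room temperature; progress as third-minus-first kinetic read difference.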
Apoferritin bind: qHTS Assay for Identification of Novel General Anesthetics. apoferritin/1-aminoanthracene competitive binding, fluorescence. Potency, µM (series often up to 77.5 µM), for inactives: at the highest dose activity change, negative = displacement, hits mostly inhibitors. Ferritin light chain (Equus caballus), P02791. 350,000 tested, 0.074% active; also: potency is read from the fitted curve at half-maximal effect; % is scaled to controls: 0 for no effect and ±100 for the full control effect; nearly all actives have a fitted effect of over 20% in size
Target sequence (P02791 2-175 limits assumed): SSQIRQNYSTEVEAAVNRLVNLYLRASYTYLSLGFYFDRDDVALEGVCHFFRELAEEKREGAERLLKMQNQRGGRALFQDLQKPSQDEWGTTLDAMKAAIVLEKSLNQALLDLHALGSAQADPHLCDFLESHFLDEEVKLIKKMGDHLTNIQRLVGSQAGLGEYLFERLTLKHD
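Probe: 1-aminoanthracene (50% saturated, PBS). Protein: horse-spleen apoferritin, 10 uM. Incubation: 10 min, room temperature. Detection: 380 nm excitation, 535 nm emission. Analysis: normalized response, four-parameter Hill.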
ERG-DNA inh: qHTS for Small Molecule Inhibitors of the ERG Ets/DNA interaction; Transcriptional regulator ERG (Homo sapiens), P11308; 370,000 tested, 0.028% active; Potency, µM (doses to about 76.9 µM), without a hit: at the top dose FP activity, negative = inhibition, most hits filed as inhibitors; AID 624246, 2012; fluorescence polarization, His-ERG Ets domain / labelled DNA; active = well fitted inhibition curve with a large enough effect in the polarisation, with a control signal flat; inconclusive = small, poorly fitted or top-dose-only effect, or effect the other way, or a change in a side signal; inactive = no such curve, though single readings can be large or run the other way; the % refers to the polarisation;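 also: polarization taken with two DNA probes labelled with fluorescein and Texas red; potency is read from the fitted curve at half-maximal effect; % of control where 0% means no effect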
Target sequence (P11308 whole entry, looked up, the tested form may be a part): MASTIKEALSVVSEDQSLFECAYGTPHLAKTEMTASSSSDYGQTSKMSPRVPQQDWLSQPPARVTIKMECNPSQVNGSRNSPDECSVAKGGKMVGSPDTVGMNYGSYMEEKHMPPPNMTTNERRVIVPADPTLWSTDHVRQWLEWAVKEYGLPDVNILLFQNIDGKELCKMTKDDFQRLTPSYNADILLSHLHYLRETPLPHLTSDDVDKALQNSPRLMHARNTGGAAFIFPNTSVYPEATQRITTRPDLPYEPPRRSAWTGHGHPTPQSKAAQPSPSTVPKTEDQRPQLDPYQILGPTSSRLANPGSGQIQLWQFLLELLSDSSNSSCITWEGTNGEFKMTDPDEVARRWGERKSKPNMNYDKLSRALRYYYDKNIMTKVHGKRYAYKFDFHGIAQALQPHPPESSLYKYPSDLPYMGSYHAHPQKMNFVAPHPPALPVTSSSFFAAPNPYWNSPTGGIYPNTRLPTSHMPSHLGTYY
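His-tagged ERG Ets domain (1 uM in the protein solution; 300mM KCl, 50mM Tris-HCl, 1mM EDTA, 1mM DTT, pH 7.5) received compound, then a probe mix of 5 nM fluorescein-DNA and 100nM Texas-615-DNA. Fluorescence polarization was read for both dyes.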
BLM inh: qHTS Assay for Inhibitors of Bloom's syndrome helicase (BLM); RecQ-like DNA helicase BLM (Homo sapiens), P54132; recombinant BLM DNA unwinding, fluorescence dequenching; Potency, µM (series often up to 56.1 µM), for the others: top-dose activity change, negative = inhibition, actives largely listed as inhibitors; 350,000 tested, 0.2% active;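 also: potency is read from the fitted curve at half-maximal effect; plate controls were vehicle for no effect and no enzyme for full effect; nearly all actives have a fitted effect of over 35% in size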
POLK inh: qHTS for Inhibitors of Polymerase Kappa | DNA polymerase kappa (Homo sapiens), Q9UBT6 | purified Pol kappa, fluorescent DNA synthesis assay, 10 min | Potency, µM (top dose mostly 107 µM), for inactives: top-dose activity, negative = inhibition, usual class: inhibitors | 400,000 tested, 0.53% active | AID 588579, 2011; also: potency is read from the fitted curve at half-maximal effect; % is scaled to controls: 0 for no effect and ±100 for the full control effect
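Kinetic fluorescence screen: compound preincubated 15 min RT with 10 nM enzyme; 50 nM substrate (final) initiates; reads at 0/10 min.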
Pol iota inh: qHTS for Inhibitors of Polymerase Iota. Potency, µM (series often up to 115 µM), without a hit: at the top dose activity, negative = inhibition, usual class: inhibitors. DNA polymerase iota (Homo sapiens), Q9UNA4. 390,000 tested, 1% active. Pol iota fluorescent replication assay, 10 min; also: potency is read from the fitted curve at half-maximal effect
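Pol iota at 10 nM preincubated 15 min with compounds at room temperature; reaction started with fluorescent substrate, 50 nM final. Fluorescence read kinetically at 0 and 10 min; buffer-only wells as negative control.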
ALOX12 inh: Primary qHTS assay for inhibitors of human arachidonate 12S-lipoxygenase (ALOX12): Round 2; Polyunsaturated fatty acid lipoxygenase ALOX12 (Homo sapiens), P18054; purified 12hLO, xylenol orange hydroperoxide absorbance; Potency, µM (series often up to 108 µM), for the others: at the top dose activity change, negative = inhibition, most hits filed as inhibitors; 580,000 tested, 1.1% active; AID 1671190, 2021; also: potency is read from the fitted curve at half-maximal effect; % is scaled to controls: 0 for no effect and ±100 for the full control effect
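Purified human 12hLO at 150 nM in 25 mM Hepes, 0.01% Triton X-100, pH 7.0, preincubated 15 min at room temperature with compound. Reaction started with 40 uM arachidonic acid, 30 min at room temperature. Hydroperoxide measured by Fe-xylenol orange, 573/405 nm absorbance ratio.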
TRHR ag: qHTS for Small Molecule Agonists and Allosteric Enhancers of Human TRH Receptor: Primary Screen for Agonists | AID 493084, 2011 | TRHR cells, calcium flux fluo-8, FDSS agonist mode | activation, % at 2 µM | 360,000 tested, 0.18% active; in the data active = activation above about 30%; also: 0% is about no effect
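In this calcium-flux screen, cells bearing human TRHR are dye-loaded with fluo-8, baselined for 10 cycles, then exposed to library compounds; positive kinetic calcium responses during the agonist phase mark hits, with TRH as control.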
Pol beta inh: qHTS Assay for Inhibitors of DNA Polymerase Beta; Potency, µM (series often up to 114 µM), inactives show top-dose activity change, negative = inhibition, hits mostly inhibitors; Pol beta primer extension/strand displacement, fluorescence kinetic; 340,000 tested, 1.3% active; AID 485314, 2010; also: potency is read from the fitted curve at half-maximal effect; % is scaled to controls: 0 for no effect and ±100 for the full control effect
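Homogeneous kinetic assay of primer extension and strand displacement by 10 nM Pol beta, preincubated 15 min at room temperature with compound before 50 nM substrate (final) was added. Read at 0 and 10 min; four-parameter Hill fit.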
* = called active by the depositor; ? = inconclusive; . = no result given; & = joins results of further samples; [ ] = dose if it differs, or a comment. Unless noted, calls follow the shape of the dose curve; as a rule, active = well fitted curve in the direction sought with a large enough effect; inconclusive = small, poorly fitted or top-dose-only effect, or another doubt; inactive = no such curve, though single readings can be large; an effect the other way counts as inactive or inconclusive. Not all compounds are listed; the hit share may differ from the screen's.

molecule | Apoferritin bind | APE1 inh | ERG-DNA inh | TRHR ag | POLK inh | Pol beta inh | Pol iota inh | ALOX12 inh | BLM inh
COP(=S)(OC)SCN1C(=O)c2ccccc2C1=O | ? | -1.5% | -6.2% | -0.3 | 1.6%[19.4 µM] | 0.8% | ? | ? | 3.1%&-3.4%
CC1(C)Cc2c(sc3c2C(=O)NC(c2cccnc2)N3)CO1 (stereo unspecified) | 12.7% | -6.9% | -3.9% | 1.7 | -0.4% | 6.5% | 4.8% | 0.0% | 1.0%
COc1ccc(OCC(=O)N2CCN(CC3CC4C=CC3C4)CC2)cc1 (stereo unspecified) | -20.3% | 1.2% | 0.4% | -0.9 | -15.1% | 32.4%[activator] | 4.6% | ? | 0.3%
CCOc1cc2c(cc1OCC)-n1cccc1C(c1ccc(OC)c(O)c1)NC2 (stereo unspecified) | 0.0% | -8.6% | 13.8% | -0.5 | 1.6% | 2.1% | -15.5% | 0.0% | 2.1%
COc1ccc2nc(NC(=O)CCc3nc(C4=CCN(C)CC4)no3)sc2c1 | -1.8% | -0.3% | 12.6% | 0.5 | -3.2% | 0.2% | 20.3% | . | -1.4%
O=c1[nH]c(=O)n(C2CCCCCC2)c(O)c1C=NC1CCN(Cc2ccccc2)CC1 | -20.2% | 0.0% | 6.5% | -0.1 | -10.7% | 16.4% | 2.9% | -11.3% | 0.3%
Cc1ccc(S(=O)(=O)N(CC(=O)NCCSc2ccc(Cl)cc2)c2ccccc2C)cc1 | 97.0%[activator] | . | 0.3% | 2.8 | -10.3% | -17.2% | 7.5% | -15.3% | -11.1%
C[C@H]1CC[C@H]2NCCN[C@H]2C1 | 38.2%[activator] | 1.6% | 5.1% | -1.4 | -9.3% | 11.6% | -2.6% | 0.0% | -9.9%
O=C1NC(=O)N(c2ccccc2)C(=O)/C1=C\c1ccc([N+](=O)[O-])o1 | -11.2% | ? | . | 2.7 | . | 7.94µM* | . | . | 35.1%[activator]
Nc1ccc2nonc2c1[N+](=O)[O-] | -10.8% | 2.7% | ? | 16.6 | -15.2% | -20.6% | 26.4% | -21.6% | -9.4%
Cc1ccccc1N1C(=O)NC(=O)/C(=C\c2ccc3c(c2)CCCN3Cc2ccccc2)C1=O | ? | -0.6% | 12.1% | 0.3 | -29.5% | 25.1µM* | ? | ? | -22.5%
O=C(O)c1ccccc1Nc1cccc(C(F)(F)F)c1 | ? | 17.3% | 1.6% | -0.8 | -1.3% | -18.0% | 3.2% | -22.2% | -6.7%
CN1CCN(c2ccc(NC(=O)C(C)(C)C)cc2)CC1 | -14.7% | 0.8% | 0.2% | -0.2 | -21.6% | 24.5% | 1.2% | -17.6% | 3.8%
CCn1c(O)c(C=Nc2cc(Cl)ccc2Cl)c(=O)n(CC)c1=O | -8.0% | 0.5% | -7.5% | -0.7 | -3.0% | 10.2% | 4.6% | -7.9% | -1.4%
CC(C)OC(=O)Nc1ccc(N=C(N)N[N+](=O)[O-])cc1 | -5.7% | 8.7% | -1.6% | 0.9 | -6.1% | 64.3% | 31.3%[activator] | -7.5% | -5.8%
CC(N)Cc1c[nH]c2ccc(OCc3cccs3)cc12 (stereo unspecified) | . | -4.0%&-3.1% | -6.6% | . | -1.6%[60.1 µM] | 6.7%[57.1 µM] | 3.9%[58.9 µM] | -2.8%&-8.0% | .
COc1cccc(/C=C/c2nc3ccccc3c(=O)n2-c2ccc(Cl)cc2)c1OC | -10.8% | . | -1.4% | -0.3 | -9.1%[60.1 µM] | -12.8% | 20.9% | -24.7% | -6.2%
O=P(NC1CCCCC1)(Oc1ccccc1)Oc1ccccc1 | . | . | -0.9% | . | -6.7% | . | 14.2% | -3.5% | .
C=CCN1CC[C@@]23c4c5ccc(O)c4O[C@H]2/C(=N\N=C2/CC[C@@]4(O)[C@H]6Cc7ccc(O)c8c7[C@@]4(CCN6CC=C)[C@@H]2O8)CC[C@]3(O)[C@@H]1C5 | . | -11.2% | . | . | -11.2%[19.4 µM] | . | . | ? | -6.0%
Cc1ccc(NC(=O)c2ccc(C)c(S(=O)(=O)N3CCCCC3)c2)nc1 | . | 41.2% | 4.1% | 0.6 | -11.2% | . | 18.1% | -24.3% | .
C[C@]12CCC3C(CC[C@H]4C[C@@H](O)CC[C@]34C)C1C[C@@H](O)[C@H]2O (stereo partly specified) | . | 26.3% | -15.9% | . | -0.5% | . | 44.6%[activator] | -14.0% | .
C[C@H](N)Cc1c[nH]c2ccc(OCc3cccs3)cc12 | . | -7.8% | . | . | -10.5%[19.4 µM] | . | . | -0.1% | 1.4%
CC1CN(C(=O)CCC(=O)N2CCC3(CC2)OCCO3)c2cc(Cl)ccc2O1 (stereo unspecified) | -9.5% | -17.0% | 9.1% | -0.8 | -14.6% | 4.5% | -6.5% | 9.4% | 1.6%
CC(=NCC1CCCO1)c1c(O)n(-c2ccc(C)cc2)c(=O)[nH]c1=O (stereo unspecified) | -10.1% | 0.9% | -0.3% | -0.6 | -9.4% | 2.7% | 16.6% | 0.0% | -6.5%
Cc1cc(N2CCCC2)ccc1C=C(C#N)C#N | -7.8% | -4.8% | 22.2% | 9.8 | 5.9% | -22.7% | 33.2%[activator] | 14.1% | -7.3%
Cc1cc(OCC(=O)N2CCC(C(=O)O)(c3ccccc3)CC2)c2c(C)c(C)c(=O)oc2c1 | -9.9% | 34.6% | -0.4% | -0.4 | 12.9% | 18.3% | -10.0% | -3.3% | -9.6%
C=CCn1c(O)c(C(C)=NCc2cccnc2)c(=O)[nH]c1=O | 2.3% | 11.6% | -9.9% | 0.3 | -0.7% | 1.1% | 0.5% | -11.7% | -1.6%
CCCCOc1ccc(CCN)cc1Cl | ? | -1.8% | 4.0% | 2.6 | -0.2% | -7.5% | -26.6% | -18.6% | -13.4%
CCC(=Nc1cc(OC)ccc1OC)c1c(O)[nH]c(=O)[nH]c1=O | -11.3% | -1.9% | -4.8% | 0.2 | -19.4% | -2.6% | -5.2% | ? | -3.7%
O=C1CC(c2ccc(C(F)(F)F)cc2)c2c(c3ccccc3oc2=O)O1 (stereo unspecified) | 2.9% | . | -1.3% | 1.4 | -3.3%[60.1 µM] | 1.2% | 4.2% | 0.1% | -3.6%

The results go on:
molecule | Apoferritin bind | APE1 inh | ERG-DNA inh | TRHR ag | POLK inh | Pol beta inh | Pol iota inh | ALOX12 inh | BLM inh
O=C(COc1ccccc1)N1CCN(C2CCCC2)CC1 | -6.9% | -0.3% | -4.2% | -0.3 | -4.5% | 1.5% | 8.3% | ? | -4.7%
O=C(c1ccccc1)c1cn(CC(=O)N2CCCC2)c2ccccc12 | -12.6% | 12.8% | 10.0% | 0.3 | -1.5% | 18.0% | -2.4% | 28.1% | -2.3%
Cc1cccc(-n2c(/C=C/c3c[nH]c4ccccc34)nc3ccccc3c2=O)c1 | 71.4%[activator] | . | -3.2% | 2.3 | 6.5% | -27.7% | 15.4% | -20.9% | -5.1%
COC(=O)C1=C(N)Oc2c(c(=O)oc3ccccc23)C1c1cccnc1 (stereo unspecified) | -10.6% | -0.3% | -0.9% | 0.3 | -2.3% | 25.4% | -5.6% | ? | 1.0%
COC(=O)C1=C(c2cccc(OCc3ccccc3)c2)C[C@@H]2CC[C@H]1N2C(=O)NCc1ccc(C(C)(C)C)cc1 | . | 36.3% | 16.0% | 0.6 | -5.2% | . | -19.3% | -5.6% | .
Cc1ccc(N2C(=O)NC(=O)/C(=C/c3ccc(OC(=O)c4cccs4)cc3)C2=O)cc1 | -23.8% | -4.8% | -7.9% | -1.0 | -5.1% | 21.4% | -15.2% | 44.7µM* | -1.5%

Profiles from above. Order of values: Apoferritin bind | APE1 inh | ERG-DNA inh | TRHR ag | POLK inh | Pol beta inh | Pol iota inh | ALOX12 inh | BLM inh
Record of `COC(=O)C1=C(c2cccc(OCc3ccccc3)c2)C[C@@H]2CC[C@H]1N2C(=O)NCc1ccc(C(C)(C)C)cc1` = . | 36.3% | 16.0% | 0.6 | -5.2% | . | -19.3% | -5.6% | .
Record of `Cc1cccc(-n2c(/C=C/c3c[nH]c4ccccc34)nc3ccccc3c2=O)c1` = 71.4%[activator] | . | -3.2% | 2.3 | 6.5% | -27.7% | 15.4% | -20.9% | -5.1%
Record of `Cc1ccc(N2C(=O)NC(=O)/C(=C/c3ccc(OC(=O)c4cccs4)cc3)C2=O)cc1` = -23.8% | -4.8% | -7.9% | -1.0 | -5.1% | 21.4% | -15.2% | 44.7µM* | -1.5%
Record of `O=C(COc1ccccc1)N1CCN(C2CCCC2)CC1` = -6.9% | -0.3% | -4.2% | -0.3 | -4.5% | 1.5% | 8.3% | ? | -4.7%
